Pf Dd2 growth: qHTS Primary assay for Inhibitors of Plasmodium falciparum Dd2 growth in vitro | Potency, µM (doses to about 28.9 µM), for inactives: at the top dose activity, negative = inhibition, most hits filed as inhibitors | 120,000 compounds, 4.3% hits | AID 1347417, 2020 | P. falciparum Dd2 growth, SYBR Green, 72 h; active = well fitted inhibition curve with a large enough effect; inconclusive = small, poorly fitted or top-dose-only effect; inactive = no such curve, though single readings can be large or run the other way;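 also: plate controls were DMSO vehicle for no effect and reference drug for full effect; nearly all actives have a fitted effect of over 65% in size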
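Infected erythrocytes (Dd2, 0.3% parasitemia, 2.5% hematocrit final) are added to compound in RPMI-1640/Albumax II medium, grown 72 h at 37C in low oxygen, then lysed with saponin/Triton-X containing SYBR Green and read by fluorescence.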
Numbers without * were called inactive; i = inactive; u = inconclusive; [ ] = remark or other dose. Potency is read from the fitted curve at half-maximal effect.

SMILES | Pf Dd2 growth
CCCCNC(=O)[C@@H](c1ccccc1)N1Cc2ccccc2C1=O | 28.6%
CCCCCCSc1nnc2c(n1)OC(C)Nc1ccc(Br)cc1-2 (stereo not drawn) | 3.6%
CC1=C(C(=O)Nc2ccccc2)C(c2ccc(C(=O)O)cc2)n2nc(SCC(=O)c3ccc(C)cc3)nc2N1 (stereo not drawn) | 28.3%
CCC(C)(C)C(=O)N1CCn2c(nnc2[C@@H]2C[C@@H](O)CN2Cc2ccccc2)C1 | i
O=c1cc(-c2ccccc2)nc(SCc2nc(-c3ccccc3Cl)no2)[nH]1 | i
O=C(NCc1nc(-c2ccccc2)no1)c1ccco1 | 2.0%
O=c1c2c(n(Cc3cccnc3)n1-c1ccccc1)CN(CC1CC1)CC2 | i
COc1ccc(C(CC(=O)N(C)Cc2ncc(C)[nH]2)c2ccccc2)cc1 (stereo not drawn) | i
Cc1cc(F)ccc1NC(=O)c1cc(-c2ccc[nH]2)n[nH]1 | i
CCOC(=O)c1cn(C2CN(S(=O)(=O)c3cccc(Cl)c3)C2)nn1 | -28.6%
NC(=O)[C@@H]1C[C@H](Oc2cccnc2)CN1S(=O)(=O)Cc1ccccc1F | -4.2%
O=C(c1cccnc1)N1CC[C@H](c2nnc(Cc3ccccc3)o2)C1 | 4.1%[44.1 µM]
O=C(c1ccoc1)N1CCN2CCS(=O)(=O)N(C3CC3)C(=O)C2C1 (stereo not drawn) | i
O=C(NC[C@H]1C[C@@H]2CCN1C[C@@H]2CN1CCOCC1)Nc1ccsc1 | 26.3%[44.1 µM]
CC(C)CC(=O)NCCC1CCN(C(=O)Nc2ccc(F)cc2F)CC1 | 8.5%
CN(CC1(C)CCOCC1)C(=O)NC1CCCC1 | 8.1%
CN(Cc1ccccc1)c1ncccc1CNC(=O)c1ccnn1C | -12.0%
Cc1sc2cc(C(=O)O)[nH]c2c1CN1CCCCC1 | 19.8%
O=C(Cc1csc(-c2ccccc2)n1)N1CCCC(c2ccn[nH]2)C1 (stereo not drawn) | 3.3%
Cc1ccc(-c2cn[nH]c2C2CCCN(C(=O)CN3CCOCC3)C2)cc1 (stereo not drawn) | -16.7%
CCn1cc(S(=O)(=O)c2cc(C)cc(C)c2)c(=O)c2cc(F)c(N3CCOCC3)cc21 | 20.3%
COc1ccc(-c2noc(-c3ccc(N4CCN(c5ccccc5OC)CC4)c([N+](=O)[O-])c3)n2)cc1 | 37.4%[activator]
COc1ccc(CNC(=O)C2CCN(c3cc(C(F)(F)F)nc(C)n3)CC2)c(OC)c1 | -17.3%
CC1CCN(c2nc3c(S(=O)(=O)c4cccc(Cl)c4)nnn3c3ccsc23)CC1 | 12.6µM*
CCOc1cc(=O)n2c(c1C(=O)NC1CCc3ccccc31)CCCCC2 (stereo not drawn) | i

4 of the compounds above, as labelled records:
Compound: CCOc1cc(=O)n2c(c1C(=O)NC1CCc3ccccc31)CCCCC2 (stereo not drawn)
  Pf Dd2 growth: i

Compound: O=C(Cc1csc(-c2ccccc2)n1)N1CCCC(c2ccn[nH]2)C1 (stereo not drawn)
  Pf Dd2 growth: 3.3%

Compound: CCn1cc(S(=O)(=O)c2cc(C)cc(C)c2)c(=O)c2cc(F)c(N3CCOCC3)cc21
  Pf Dd2 growth: 20.3%

Compound: O=C(c1ccoc1)N1CCN2CCS(=O)(=O)N(C3CC3)C(=O)C2C1 (stereo not drawn)
  Pf Dd2 growth: i

The list continues.
SMILES | Pf Dd2 growth
CCN1C(=O)CN(C(=O)c2ccco2)CC12CCOCC2 | 5.1%
CC1(c2ccccc2)N(Cc2ncccn2)C(=O)OC12CCN(Cc1ccc(F)cc1)CC2 (stereo not drawn) | u
Cc1ncc2c(n1)C[C@@H]1CC[C@H]2N1C(=O)CC1CCCC1 | 10.9%
CCN(Cc1ccccc1)C(=O)[C@@H]1CCC(=O)N[C@@H]1COC | 5.0%
CCOc1cc(=O)n2c(c1C(=O)Nc1cc(C)ccc1OC)CCCC2 | 64.4%[activator]
COc1ccccc1OCCNC(=O)C1CCN(c2cn[nH]c(=O)c2)C1 (stereo not drawn) | 17.7%
CCCN1CCc2[nH]cnc2C12CCN(C(=O)Cn1cc(C)c(=O)[nH]c1=O)CC2 | 22.8%
CC(=O)N1CCc2cc(S(=O)(=O)CCC(=O)N3CCN(c4ccccc4F)CC3)ccc21 | 26.0%
CN1c2cc(C(=O)Nc3ccc4c(c3)OCCO4)ccc2C(=O)N2CCCCCC21 (stereo not drawn) | i
COc1ccc(NC(=O)Cn2c(=O)oc3cc(S(=O)(=O)N4CCCCCC4)ccc32)cc1OC | 5.3%
CCc1ccc(C(=O)N2CCC3(CC2)OCC(C(=O)NCCOC)N3C(=O)c2cccc(C)c2)cc1 (stereo not drawn) | -25.7%
COc1ccc(-c2cc(C)no2)cc1S(=O)(=O)NCc1ccc(OC(C)C)cc1 | i
Cc1ccc(N(CC(=O)NCCc2ccccc2)S(=O)(=O)N(C)C)cc1 | 11.7%
COC(=O)[C@@H]1C[C@H](NS(=O)(=O)c2cc(OC)ccc2OC)CN1C | 12.8%
COCCNC(=O)c1ccc(OC2CCN(C/C=C/c3ccc(F)cc3)CC2)c(Cl)c1 | u
Cc1ccc(C2NC(=O)N(CC(=O)Nc3c(C)cccc3Cl)C3=C2C(=O)OC3)cc1 (stereo not drawn) | -10.7%
COCCOC(=O)C1=C(C)N=C2SCCC(=O)N2C1c1ccc(OCc2ccccc2)c(OC)c1 (stereo not drawn) | u
CCc1ccccc1NC(=O)CN1C(=O)C(c2ccccc2)=NC12CCCCCC2 | -0.1%
COc1ccc(NC(=O)CN2C(=O)COc3ccc(S(=O)(=O)Nc4ccccc4)cc32)cc1 | 10.6%
CC1(c2cccnc2)N(Cc2ccccc2)C(=O)OC12CCN(C(=O)C1CCC1)CC2 (stereo not drawn) | -17.4%[44.1 µM]
CC(C)c1noc(CC2CCN(C(=O)c3ccc(N(C)C)cc3)CC2)n1 | -0.3%
CCc1cc(N2CCC(Oc3ccccc3OC)(C(=O)O)CC2)nc(C)n1 | i
OCC1(CN2CCCC2)CCN(Cc2ccc3ccccc3c2)CC1 | 6.31µM*
CSc1ccc(CCNC(=O)c2cc3cc(S(=O)(=O)N4CCCCC4)ccc3n2C)cc1 | u
CCOc1ccc(-c2ccnc(NC[C@@H]3CCCO3)n2)cc1C(=O)O | 10.9%
The listing continues:
SMILES | Pf Dd2 growth
O=C([C@@H]1C[C@@H](O)[C@H](O)[C@@H]2NC(=S)N(c3ccc(OC(F)(F)F)cc3)[C@@H]21)N1CCCCC1 | i
O=C1N(C2CCN(Cc3ccc(C(F)(F)F)cc3)CC2)Cc2cccn21 | -20.2%
COc1cccc([S+](=O)([O-])N2CCC3(C2)N=C(c2ccncc2)C(=O)N3)c1 (stereo not drawn) | i
CSc1cccc(CN(C)Cc2cc3n(n2)CCNC3)c1 | 2.9%
O=C(c1nc(-c2cccnc2)c2ccccn12)N1CCN(c2ncccn2)CC1 | -1.8%
CN1CC2(CCCN(C3CCN(C(=O)c4cnccn4)CC3)C2)OC1=O (stereo not drawn) | 27.9%
O=C(CC1CCCC1)N1CCC(c2nc(C3CCOCC3)no2)C1 (stereo not drawn) | i
O=C(c1ccccc1)N1CCCC(Cc2nc(C3CCOCC3)no2)C1 (stereo not drawn) | 29.9%
CCN1CCN(C(=O)c2cnc3cc(C)nn3c2)CC1 | -12.5%[44.1 µM]
O=C(c1ccccc1Cl)N1CCC(c2nc(-c3cccnn3)no2)CC1 | 3.3%
COc1ccc(C)cc1NC(=O)CC(=O)Nc1ccc2nc3n(c(=O)c2c1)CCCCC3 | -12.7%
O=C(Cc1cccs1)N1CC(c2noc(C3CCCN3CC3CC3)n2)C1 (stereo not drawn) | u
O=S(=O)(c1ccc(Br)s1)N1CCN(c2cccc(C(F)(F)F)c2)CC1 | 0.7%
Cc1ncsc1CCC(=O)N[C@@H]1COCC[C@@H]1Oc1cccc(F)c1 | -2.7%
COc1ccc(CNC(=O)[C@@H]2CCC[C@@H](NC(=O)c3ccc(C#N)cc3)CN(C)C(=O)C2)cc1 | 4.2%
O=C(c1cccc(OC(F)(F)F)c1)N1CC(CO)C2(CCNCC2)C1 (stereo not drawn) | 31.2%[activator]
COc1ccc(NC(=O)[C@@H]2C[C@@H](c3ccc(F)cc3)N([S+](=O)([O-])c3ccccc3)C2)cc1 | 8.91µM*
Cc1ccc(C(=O)N2CCCC(n3cc(-c4nc(C(C)C)no4)nn3)C2)cc1F (stereo not drawn) | i
COc1ccc(CNc2cc3c(cn2)CN(C)CCN3C)cc1OC | i
Cc1ccc(C(=O)N2CCC(Cc3noc(C4CCOCC4)n3)C2)s1 (stereo not drawn) | u
O=C1NCCCCCCN(C(=O)c2cnccn2)[C@H]2C[C@H](C(=O)N3CCc4ccccc4C3)C[C@@H]12 | -2.9%
Cc1cccc(Cn2c(SCc3ccc(C(=O)NCCc4ccccc4)cc3)nc3cccnc32)c1 | 11.2µM*
CCN1c2cc(C(=O)Nc3ccc(Cl)c(C)c3)ccc2C(=O)N2CCCCC21 (stereo not drawn) | -20.7%
Cc1ccc(-c2noc(-c3nc(-c4ccncc4)no3)n2)cc1 | 14.9%
CC(C)CCN1CCc2c(n(Cc3cccnc3)n(CCc3ccccc3)c2=O)C1 | u

Some of these compounds in order of formula weight, falling.
SMILES | Pf Dd2 growth
Cc1cccc(Cn2c(SCc3ccc(C(=O)NCCc4ccccc4)cc3)nc3cccnc32)c1 | 11.2µM*
COc1ccc(C)cc1NC(=O)CC(=O)Nc1ccc2nc3n(c(=O)c2c1)CCCCC3 | -12.7%
CC(C)CCN1CCc2c(n(Cc3cccnc3)n(CCc3ccccc3)c2=O)C1 | u
O=C(c1ccccc1Cl)N1CCC(c2nc(-c3cccnn3)no2)CC1 | 3.3%
Cc1ccc(C(=O)N2CCC(Cc3noc(C4CCOCC4)n3)C2)s1 (stereo not drawn) | u

Carrying on.
SMILES | Pf Dd2 growth
CCOC(=O)N1CCc2c(sc3c2c(=O)n(-c2ccc(CC)cc2)c(=O)n3CC(=O)c2ccc(F)cc2)C1 | 7.94µM*
CN(CCc1ccccn1)[C@H]1[C@@H]2OC[C@@H](O2)[C@@H](NCc2ccccc2O)[C@@H]1O | i
Cc1cccc(NC(=O)N2C[C@@H](F)C[C@H]2C(=O)N2CCc3ccccc3C2)c1C | 7.94µM*
O=C(N[C@@H]1CCOC[C@H]1Oc1ccccn1)c1ccccc1-c1ncc[nH]1 | -14.9%
O=C(NCc1nnc2ccc(-c3ccc(Cl)cc3)nn12)c1ccc(F)c(F)c1 | i
Cc1cc(=O)n(CC(=O)Nc2cccc([N+](=O)[O-])c2)c(-n2nc(C)cc2C)n1 | 10.6%
O=C(N[C@H]1CCN2C(=O)N(c3cccc4nsnc34)C(=O)[C@@H]2C1)c1ccnc(Cl)c1 | i
Cc1ccc2cc(CCC(=O)N3CCOCC3)c(=O)[nH]c2c1 | u
CN(C)CCN1CC2(CCCN(C(=O)CCc3cc(=O)[nH]o3)C2)CCC1=O (stereo not drawn) | -20.0%
O=C(Cn1ncc2c([nH]c3ccccc32)c1=O)Nc1cc(F)ccc1F | 0.1%
Cc1cccc(NC(=O)c2cccc(N3CCCS3(=O)=O)c2)c1 | 15.5%
CCOc1ccc(NC(=O)c2c(NCc3sccc3C)sc3c2CCCCC3)cc1 | 11.2µM*
O=C(O)CC[C@@H]1CN(Cc2cc(=O)[nH]c(=O)[nH]2)CC[C@@H]1N1CCOCC1 | 4.7%
Cc1ccc(-c2cccc(CN)c2)c(C)c1 | 14.1µM*
COc1nccnc1NC1CCN(C(=O)c2cnccn2)CC1 | 6.3%[5.79 µM]
CCOC(=O)CCNC(=O)N1CCC(Oc2ncccc2C(=O)N2CCOCC2)C1 (stereo not drawn) | -2.5%
COC[C@H]1NC(=O)CC[C@H]1C(=O)NCc1cccc(C(F)(F)F)c1 | -5.2%
CCCc1ccc(S(=O)(=O)N2CCC(c3nnnn3-c3ccc(OC)cc3)CC2)cc1 | -14.6%
COCCn1c(C2CCCNC2)n[nH]c1=O (stereo not drawn) | -13.7%
COCC(=O)N1CCN(S(=O)(=O)c2ccccc2)C[C@@H]1C(=O)N[C@@H](Cc1ccc(OC)cc1)C(=O)OC | u
O=C([C@@H]1C[C@H](F)CN1S(=O)(=O)c1cccc(F)c1)N1CCOCC1 | 17.8%
CCOC(=O)C1CCCN(S(=O)(=O)c2cc3c4c(c2)CC(=O)N4CCC3)C1 (stereo not drawn) | -8.7%
COc1ccc2cnn(CC(=O)NC3CCCc4c3[nH]c3ccccc43)c(=O)c2c1OC (stereo not drawn) | i
CO[C@H]1[C@H](NC(=O)c2cc(C3CC3)[nH]n2)c2ccccc2C12CCNCC2 | -16.9%
CCNC(=O)N(C1CC1)C1CCOC2(CCN(C(=O)CCc3ccccc3)CC2)C1 (stereo not drawn) | -11.1%
Next part
SMILES | Pf Dd2 growth
Cc1nn(CC(=O)N2CCCC3(CNC(=O)O3)C2)c(=O)c2ccccc12 (stereo not drawn) | -1.8%
COc1ccc(CCNC(=O)c2ccc3c(c2)N(Cc2ccccc2Cl)C(=O)c2ccccc2S3)cc1OC | 11.2µM*
CCOc1ccccc1C(=O)NC1CCN(c2cc(C(F)(F)F)nc(C)n2)CC1 | u
Cc1cccc(NC(=O)N2C[C@@H](Oc3ccccc3)C[C@@H]2C(=O)N2CCOCC2)c1 | u
O=C(Nc1ccccc1)c1ccc(Cn2ccn3nc4c(c3c2=O)CCCC4)cc1 | -14.8%
CN(C)c1ccc(CN[C@H]2C[C@H]3C(=O)NC[C@@H](CCC(=O)N4CCCCC4)N3C2)cc1 | 4.7%[44.1 µM]
Cc1cccc(-c2nc3c4ccccc4nc(N4CCN(c5cc(C)ccc5C)CC4)n3n2)c1 | 10.7%

These rows are one share of the data; the hit share may differ from the screen's.
